High-throughput results as filed in PubChem.
CSN inh: CSN deneddylation inhibition; Q92905; Purified CSN, SCF-Nedd8-OG deneddylation, fluorescence polarization; inhibition, % at 12.5 µM; actives 0.38% (n = 360,000); AID 651999;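 active means pattern-corrected inhibition above about 35%, with an unprinted fluorescence ratio check between 0.5 and 1.5, limit read from the data, passing the limit was not always enough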;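 further: 0% = enzyme with substrate and 100% = substrate without enzyme; some results filed as inactive read as strong as hits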
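Detection – fluorescence polarization · System – HEK293T-derived human Csn5 enzyme · Controls – substrate-only high control, full reaction low control · Timing – 90 min, room temperature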
LMPTP block: blocks human LMPTP phosphatase; recombinant LMPTP-A, OMFP fluorogenic substrate, fluorescence intensity; inhibition, % at 20 µM; actives 0.22% (n = 360,000);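 active means compounds that cut the enzyme signal by at least half of the control window in the single-dose screen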;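 further: plate controls were DMSO wells with enzyme plus substrate for no effect and substrate without enzyme for full effect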
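Test system – LMPTP-A enzyme · Amount – LMPTP-A at 0.625 nM final in the reaction · Buffer or medium – Bis-Tris pH 6.0, DTT, detergent · Reagent – OMFP 400 µM · Doses – single 20 µM dose · Schedule – reaction 50 min, room temperature, dark · Detection – fluorescence intensity of OMFP turnover product · Evaluation – percent inhibition versus substrate-only and uninhibited controls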
DNMT1 inh: DNMT1 (human) enzyme inhibition; DNMT1 molecular beacon, Hinp1I cleavage, fluorescence; P26358; actives 0.83% (n = 360,000); inhibition (reported as % activation of signal), % at 10 µM; in the data active means inhibition above about 50%
Target sequence (P26358 504-1616 limits assumed): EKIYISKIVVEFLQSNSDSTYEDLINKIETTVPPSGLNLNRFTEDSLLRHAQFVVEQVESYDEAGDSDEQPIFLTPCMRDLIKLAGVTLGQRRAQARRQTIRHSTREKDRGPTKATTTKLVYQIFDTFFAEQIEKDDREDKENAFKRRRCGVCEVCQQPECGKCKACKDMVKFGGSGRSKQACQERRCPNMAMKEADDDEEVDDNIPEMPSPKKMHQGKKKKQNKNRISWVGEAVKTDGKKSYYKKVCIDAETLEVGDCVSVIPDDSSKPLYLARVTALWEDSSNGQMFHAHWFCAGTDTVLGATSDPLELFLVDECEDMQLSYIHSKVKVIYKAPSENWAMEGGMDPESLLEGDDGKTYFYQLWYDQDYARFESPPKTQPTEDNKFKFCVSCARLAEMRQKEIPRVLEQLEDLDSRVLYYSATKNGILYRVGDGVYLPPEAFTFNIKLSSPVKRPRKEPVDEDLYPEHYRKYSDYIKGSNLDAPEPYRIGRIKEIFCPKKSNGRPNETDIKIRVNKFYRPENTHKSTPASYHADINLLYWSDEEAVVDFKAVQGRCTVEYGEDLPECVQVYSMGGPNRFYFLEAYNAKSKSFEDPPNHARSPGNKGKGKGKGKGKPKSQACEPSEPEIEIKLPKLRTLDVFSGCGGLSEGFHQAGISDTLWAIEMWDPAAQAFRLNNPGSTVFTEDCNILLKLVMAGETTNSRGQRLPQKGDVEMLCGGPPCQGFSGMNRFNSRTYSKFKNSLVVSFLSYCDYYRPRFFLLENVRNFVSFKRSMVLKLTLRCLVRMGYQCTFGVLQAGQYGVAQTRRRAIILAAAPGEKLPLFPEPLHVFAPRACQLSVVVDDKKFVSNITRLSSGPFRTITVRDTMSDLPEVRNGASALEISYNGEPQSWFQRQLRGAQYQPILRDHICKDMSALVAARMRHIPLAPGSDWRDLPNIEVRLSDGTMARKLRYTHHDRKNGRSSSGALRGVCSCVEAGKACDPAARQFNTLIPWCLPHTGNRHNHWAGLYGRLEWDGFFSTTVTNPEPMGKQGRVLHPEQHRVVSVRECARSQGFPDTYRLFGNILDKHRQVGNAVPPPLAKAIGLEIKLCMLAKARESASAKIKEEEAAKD
Rpn11 block: Rpn11 (human) deubiquitinase inhibition; O00487; calls only at 20 µM; actives 0.59% (n = 360,000); human 26S proteasome, Ub4-pepOG fluorescence polarization; 20S core pre-blocked with epoxomicin;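 active means inhibition at 20 µM, scaled to each plate's controls, above about 33%, limit read from the data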
NadD block: blocks S. aureus nicotinate mononucleotide adenylyltransferase; purified NadD enzyme, colorimetric absorbance read-out; inhibition, % at 20 µM; actives 0.78% (n = 360,000); AID 602399; in the data active means inhibition above about 26%; further: some compounds past the cut are filed as inactive
Scp1 inh: blocks human Scp-1 phosphatase activity; Recombinant Scp1, phosphopeptide, malachite green phosphate absorbance; actives 0.88% (n = 340,000); inhibition, % at 20 µM; Q9GZU7; AID 493091;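 active means inhibition above about 50% at 20 µM, limit read from the data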;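 further: plate controls were DMSO wells with enzyme for no effect and wells lacking enzyme for full effect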
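assay system = SCP-1 phosphatase catalytic domain, residues 76-261 | buffer or medium = 50 mM Tris acetate pH 5.5, 0.005% Tween-20, 10 mM MgCl2 | incubation = enzyme reaction 45 min at room temperature, colour 5 min, stabilisation 30 min | signal = Phosphate-binding colour reagent, absorbance read at 630 nm | measure = % inhibition at 20 µM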
TbMetRS inhib: blocks T. brucei methionyl-tRNA synthetase activity. purified T. brucei MetRS, ATP depletion, Kinase-Glo luminescence. inhibition, % at 11.9 µM. actives 0.4% (n = 360,000). AID 624268;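 active means inhibition above a per-plate cutoff of the control wells' mean inhibition plus 3 SD, cut at about 5.5% in these data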;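 further: 0% = DMSO wells median and 100% = median of wells with control inhibitor compound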
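assay system = parasite MetRS enzyme | timing = 15 min preincubation, 2 h reaction, all 25 °C | evaluation = percent inhibition relative to median high and low control wells | medium = HEPES buffer containing pyrophosphatase, BSA, spermine, DTT | compound = single dose, 11.9 µM final nominal, 0.9% final DMSO | detection = Kinase-Glo luminescence, ATP depletion format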
MLLE-PAM2 inh: inhibitors of microRNA-mediated deadenylation, human PABP1 MLLE binding | P11940 | GST-MLLE / FITC-PAM2 fluorescence polarization | inhibition, % at 20 µM | actives 0.36% (n = 360,000); in the data active means inhibition above about 35%, passing the limit was not always enough;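 further: plate controls were DMSO wells with GST-MLLE for no effect and wells lacking GST-MLLE protein for full effect; some results filed as inactive read as strong as hits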
STEP block: inhibitors of human striatal-enriched phosphatase STEP | P54829 | recombinant STEP, OMFP fluorogenic substrate, fluorescence | inhibition, % at 20 µM | actives 0.25% (n = 360,000) | AID 588621;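 active means inhibition at 20 µM, scaled per plate between control wells, above about 37%, limit read from the data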;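 further: 0% = DMSO with enzyme and substrate and 100% = substrate only without enzyme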
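material = STEP tyrosine phosphatase | reagent = fluorogenic phosphatase substrate OMFP at 25 µM final | doses = single compound dose of 20 µM, 1% DMSO final | schedule = 20 min reaction, room temperature, in the dark | measured by = fluorescence, 480/540 nm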
SUMO1 PPI mod: SUMO1-SIM interaction modulation; SUMO1 binding to a labelled peptide, TR-FRET, 1 h; P63165; actives 0.33% (n = 360,000); AID 602429; inhibition, % at 20 µM; in the data active means inhibition above about 37%
The depositor's hits bear a star; i = inactive; . = no result given.

1. CCC(CC)c1nnc(NC(=O)[C@@H](NC(=O)c2cccc(C)c2)C(C)C)s1
2. COc1cccc2cc(-c3cn4ccc(C)cc4n3)c(=O)oc12
3. Cc1cc(C)c(C(=O)c2ccc(C(=O)N3CCCCC3)cc2)c(C)c1
4. CCN1C[C@@H]2[C@@H]3C(=O)N(C)C(=O)[C@@H]3[C@](CC)(C1=O)N2C(=O)c1ccccc1
5. O=S(=O)(NCc1ccc(Cl)cc1)NCc1ccc(Cl)cc1
6. O=C(Cn1cnc2c(cnn2-c2ccccc2Cl)c1=O)N1CCc2ccccc21
7. O=C(CCc1ccccc1)NC(NC(=S)Nc1ccc(Cl)cc1)C(Cl)(Cl)Cl (stereo not drawn)
8. C/C(=N\Nc1nc(-c2ccccn2)nc2ccccc12)c1ccc(F)cc1
assay / entry | 1 | 2 | 3 | 4 | 5 | 6 | 7 | 8
CSN inh | 3 | 2 | -3 | 3 | 1 | -1 | 3 | 3
LMPTP block | -0.3 | -0.8 | 0.6 | -1.8 | -1.6 | -0.6 | -1.1 | 0.0
DNMT1 inh | 2 | 4 | -1 | -2 | 3 | -2 | 6 | 1
Rpn11 block | i | i | i | i | i | i | i | i
NadD block | -6 | 2 | -1 | -4 | -3 | -3 | 23 | -8
Scp1 inh | -10 | -1 | -8 | 0 | -7 | -6 | 5 | -27
TbMetRS inhib | -0.3 | -0.3 | -0.2 | 0.2 | -0.6 | 0.0 | -0.7 | 0.0
MLLE-PAM2 inh | -8 | -9 | -6 | 1 | 8 | -13 | 17 | -13
STEP block | 0 | 1 | 2 | 0 | -1 | 2 | 2 | 4
SUMO1 PPI mod | 3 | -23 | 9 | 1 | 7 | 1 | -2 | 1

9. Cc1cc(OC(=O)c2ccco2)c(Sc2ccccc2[N+](=O)[O-])c(=O)o1
10. Cc1cc(OC(=O)c2ccc(C)c(C)c2)c([N+](=O)[O-])c(=O)[nH]1
11. COc1ccc(NC(=O)NC23CC4(C)CC(C)(CC(C)(C4)C2)C3)cc1
12. Clc1ccc(-c2ccc(CN3CCCCC3)o2)cc1
13. O=S(=O)(Nc1cccc(C(F)(F)F)c1)c1cccnc1
14. COc1ccccc1NC(=O)N1CCN(c2ccc(F)cc2)CC1
15. Cc1ccc(C(=O)N/C(=C/c2ccco2)C(=O)O)cc1
16. NS(=O)(=O)c1cccc(NS(=O)(=O)c2ccc(/C=C/C(=O)OCC(=O)c3ccccc3)cc2)c1
assay / entry | 9 | 10 | 11 | 12 | 13 | 14 | 15 | 16
CSN inh | -1 | -1 | -3 | -7 | 0 | -1 | -15 | -3
LMPTP block | 2.7 | -1.3 | 0.5 | -1.0 | -1.1 | 0.4 | -2.4 | 2.4
DNMT1 inh | 6 | 2 | 2 | 5 | 4 | 0 | 2 | -8
Rpn11 block | i | i | i | i | i | i | i | i
NadD block | -1 | 4 | 3 | -4 | -5 | -5 | -4 | 16
Scp1 inh | -1 | -11 | 3 | -4 | -10 | -4 | -5 | -6
TbMetRS inhib | -1.2 | -0.3 | 0.1 | -0.3 | -1.8 | -0.7 | -0.4 | 0.7
MLLE-PAM2 inh | 6 | -7 | -9 | -1 | -9 | 5 | 15 | 3
STEP block | 1 | -2 | 0 | -1 | -3 | 0 | 0 | 0
SUMO1 PPI mod | -2 | -2 | -2 | 0 | 1 | -1 | -6 | -22

17. CC(=O)CCC(=O)CNC(=O)CC[C@H]1O[C@@H](n2ccc(=O)[nH]c2=O)[C@H](O)[C@@H]1O
18. CCc1ccccc1NC(=O)CSc1nnc([C@H](CCSC)NC(=O)OC(C)(C)C)o1
19. c1ccc(-c2[nH]ncc2CN2CCc3ccccc3C2)cc1
20. O=C1CN(C(=O)N[C@@H](Cc2ccccc2)C(=O)N[C@H](C(=O)O)c2ccccc2)c2ccccc2N1
21. CCCOc1ccc(C2=CC(=O)C[C@H](c3ccc(OC)cc3)C2)cc1
22. COC(C(=O)NC1CC1)c1ccccc1 (stereo not drawn)
23. COc1ccc(CCn2c(N)cc(=O)[nH]c2=O)cc1OC
24. COc1ccc([C@@H]2[C@@H]3C(=O)N(C(C)(C)C)C(=O)[C@@H]3[C@]3(Cc4ccc(Cl)cc4)C(=O)N(c4cccc(Br)c4)C(=O)N23)cc1
assay / entry | 17 | 18 | 19 | 20 | 21 | 22 | 23 | 24
CSN inh | 1 | -3 | -3 | 1 | -1 | -13 | 0 | -3
LMPTP block | -0.3 | 0.2 | -0.9 | -0.4 | 5.3 | -1.8 | -0.7 | 1.9
DNMT1 inh | 6 | -2 | -2 | 0 | 3 | 0 | 0 | -5
Rpn11 block | i | i | i | i | i | i | i | i
NadD block | -2 | 2 | -2 | 2 | -7 | -1 | -2 | 12
Scp1 inh | . | -5 | -14 | -5 | -11 | -2 | -3 | -8
TbMetRS inhib | -1.2 | -1.5 | -0.5 | -0.1 | -0.3 | -0.2 | -1.4 | -0.2
MLLE-PAM2 inh | 2 | 12 | -2 | 9 | -2 | 5 | 0 | -9
STEP block | 0 | 0 | 1 | 1 | 2 | -3 | -2 | 4
SUMO1 PPI mod | 1 | -6 | 0 | -2 | -14 | 2 | 1 | 2

25. O=C(CSc1nnc2c(n1)[nH]c1ccccc12)NCc1ccco1
26. COc1ccc(NC(=O)COC(=O)c2ccc(S(=O)(=O)N3CCCCCC3)cc2)c(OC)c1
27. Cc1cccc(Nc2sc(C(=O)c3cc4cc(Cl)ccc4o3)c(N)c2C#N)c1
28. Cc1ccc(CN2CCN(CC(=O)NCc3ccccc3)CC2)cc1
29. CC(=O)Nc1ccc(NS(=O)(=O)c2cc(Cl)sc2Cl)cc1
30. O=C(O)CC(c1ccccc1)n1cnnn1 (stereo not drawn)
31. Cc1ccsc1/C=N/NC(=O)c1cccs1
32. CC1(C)Oc2c(ccc(O)c2CN2CCOCC2)C2=C1CCCC2
assay / entry | 25 | 26 | 27 | 28 | 29 | 30 | 31 | 32
CSN inh | 0 | -3 | 1 | 0 | -4 | 2 | -1 | -6
LMPTP block | 6.5 | 0.8 | 47 | -0.2 | 0.3 | -0.2 | 0.4 | 0.5
DNMT1 inh | -3 | 9 | 39 | 0 | 1 | 3 | 0 | -3
Rpn11 block | i | i | i | i | i | i | i | i
NadD block | -1 | -1 | 4 | -5 | -5 | 2 | 2 | -7
Scp1 inh | 29 | -2 | -8 | 3 | -6 | 11 | 2 | 2
TbMetRS inhib | 8.3* | -0.3 | -0.4 | -1.0 | -1.4 | -1.1 | -0.1 | -0.3
MLLE-PAM2 inh | 43* | 4 | -8 | -1 | -16 | 2 | 12 | 5
STEP block | -1 | 0 | 1 | 0 | -1 | -4 | 3 | 1
SUMO1 PPI mod | 6 | 4 | 5 | 3 | 2 | -1 | -11 | 2

33. CCCn1cnc2c(sc3nc4c(cc32)CSC(C)(C)C4)c1=O
34. Cc1cc(C)c2nc(N3CCC(C(=O)NCC4CCCO4)CC3)sc2c1 (stereo not drawn)
35. O=C(Oc1ccc(N(C(=O)c2ccncc2)S(=O)(=O)c2ccc(F)cc2)cc1)c1ccncc1
36. CN1C(=O)[C@H]2[C@@H](c3ccc(C(F)(F)F)cc3)N[C@]3(CCCN(Cc4ccc(Br)cc4)C3=O)[C@H]2C1=O
37. CCc1ccccc1NC(=O)Cn1nnc(C(=O)NCc2cccc(OC)c2)c1N
38. O=C(C[C@H]1CC[C@@H](NC(=O)Nc2ccc3c(c2)OCO3)[C@@H](CO)O1)NCc1ccccc1
39. O=C(COc1ccc(Br)cc1)NCCNC(=O)c1ccncc1
40. O=C(COc1ccccc1Cl)N1CCN(c2ccc([N+](=O)[O-])c(N3CCCCC3)c2)CC1
assay / entry | 33 | 34 | 35 | 36 | 37 | 38 | 39 | 40
CSN inh | 0 | 0 | -16 | -4 | 4 | 1 | -2 | -1
LMPTP block | -0.9 | -0.7 | -1.6 | -0.7 | 0.0 | -0.7 | 0.4 | 4.5
DNMT1 inh | -2 | -2 | -1 | -3 | 0 | . | 1 | -7
Rpn11 block | i | i | i | i | i | . | i | i
NadD block | 3 | 2 | 10 | 7 | -1 | . | -2 | 3
Scp1 inh | 23 | -6 | 3 | . | -7 | . | -7 | 5
TbMetRS inhib | -0.2 | -0.4 | -0.1 | -1.5 | 1.2 | 0.2 | -0.1 | -0.3
MLLE-PAM2 inh | 2 | 9 | 6 | 8 | -6 | . | -6 | 6
STEP block | -2 | 0 | 1 | 0 | -1 | . | 0 | 3
SUMO1 PPI mod | 2 | 0 | -3 | -2 | -1 | 5 | 0 | -17

41. O=C(NCCS(=O)(=O)N1CCCC1)c1ccccc1
42. COC(=O)c1ccc(CSC(=N)N)o1
43. COc1ccc(N2CCN(C(=O)COC(=O)c3cccc(OC)c3O)CC2)cc1
44. O=C(CCSc1nc(-c2ccco2)cc(C(F)(F)F)n1)NCCc1ccccc1
45. COCCCNC(=O)C[C@H]1C[C@H](C(=O)N2CCOCC2)[C@@]2(C)c3[nH]c4ccc(Cl)cc4c3CCN2C1=O
46. CCOC(=O)c1cc(C)nc(S(C)(=O)=O)c1C#N
47. COC(=O)CC(NC(=O)CN1CCN(c2ccc(F)cc2)CC1)c1cccc(F)c1 (stereo not drawn)
48. COc1ccc(OCCN(C)CC(=O)Nc2ccccc2SC)cc1
49. Cc1cc(N(C(=O)c2ccco2)C(C(=O)NC2CCCCC2)c2ccccc2)ccc1-n1cnnn1 (stereo not drawn)
50. Cc1ccc(S(=O)(=O)N2CCN(C(=O)c3cc(=O)c4ccccc4o3)CC2)cc1
assay / entry | 41 | 42 | 43 | 44 | 45 | 46 | 47 | 48 | 49 | 50
CSN inh | -3 | 1 | 3 | 7 | 0 | 4 | 0 | 2 | -4 | -1
LMPTP block | -0.9 | -0.7 | -1.6 | -0.2 | -0.8 | -1.8 | -1.9 | 1.0 | -0.4 | -1.4
DNMT1 inh | 10 | 0 | 6 | -2 | 6 | -4 | 0 | -1 | 0 | 0
Rpn11 block | i | i | i | i | i | i | i | i | i | i
NadD block | -5 | -8 | 0 | -8 | 3 | -3 | -4 | -4 | 1 | 0
Scp1 inh | -1 | -6 | -4 | -12 | -2 | 3 | -12 | -10 | -1 | -20
TbMetRS inhib | -0.7 | -0.8 | -0.3 | -1.1 | -0.1 | 0.0 | 0.1 | -0.3 | 0.6 | -0.2
MLLE-PAM2 inh | 3 | 24 | -3 | 7 | -11 | -7 | 19 | 2 | 12 | -3
STEP block | -1 | -1 | 1 | 4 | -2 | -1 | 0 | 2 | 0 | -1
SUMO1 PPI mod | 4 | 5 | 1 | -9 | 2 | -2 | 1 | -3 | 2 | -7
